HT1080 IDH1KD tx = qHTS for induction of synthetic lethality in tumor cells producing 2HG: qHTS for the HT-1080-IDH1KD cell line; HT-1080 IDH1 knockdown viability, ATP luminescence, 48 h; Potency, µM (highest dose often 46.1 µM), for inactives: at the top dose activity, negative = toxicity, actives largely listed as cytotoxic; actives 2% (n = 360,000);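 also: potency is read from the fitted curve at half-maximal effect; 0% = DMSO wells and -100% = cell-free medium wells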
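IDH1KD HT-1080 cells, 750/well, RPMI + 5% FBS; compound pinned after 2 h settling; 48 h, 37 °C; CellTiter-Glo luminescence; % activity normalised to DMSO and no-cell wells; curves fitted, classed by r2 and efficacy.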
KB-3-1 cytotox = qHTS assay for MDR1-selective chemotherapeutics: Primary screen using the parental adenocarcinoma cell KB-3-1; actives 1.4% (n = 400,000); Potency, µM (highest dose often 46.1 µM), for inactives: top-dose activity change, negative = cytotoxic, hits mostly cytotoxic; KB-3-1 viability, CellTiter-Glo ATP luminescence, 72 h; also: potency is read from the fitted curve at half-maximal effect; % is scaled to controls: 0 for no effect and ±100 for the full control effect; nearly all actives have a fitted effect of over 60% in size
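Using CellTiter-Glo luminescence, growth of non-resistant KB-3-1 adenocarcinoma cells is assessed 72 h after pin-tool compound addition at 37 °C. Normalized responses across the concentration series yield fitted curves.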
D3 antag = qHTS of D3 Dopamine Receptor Antagonist: qHTS. D3R cells, DiscoveRx beta-arrestin luminescence, antagonist mode; active compounds read low. actives 2.5% (n = 360,000). max response, negative = inhibition, %. D(3) dopamine receptor (Homo sapiens), P35462. AID 652054, 2013; in the data active = max response below about -50%; inconclusive = no clear call, values can overlap the other calls; also: % is scaled to controls: 0 for no effect and ±100 for the full control effect; mostly tested at two doses, the higher about 12 µM
Target sequence (P35462 whole entry, looked up): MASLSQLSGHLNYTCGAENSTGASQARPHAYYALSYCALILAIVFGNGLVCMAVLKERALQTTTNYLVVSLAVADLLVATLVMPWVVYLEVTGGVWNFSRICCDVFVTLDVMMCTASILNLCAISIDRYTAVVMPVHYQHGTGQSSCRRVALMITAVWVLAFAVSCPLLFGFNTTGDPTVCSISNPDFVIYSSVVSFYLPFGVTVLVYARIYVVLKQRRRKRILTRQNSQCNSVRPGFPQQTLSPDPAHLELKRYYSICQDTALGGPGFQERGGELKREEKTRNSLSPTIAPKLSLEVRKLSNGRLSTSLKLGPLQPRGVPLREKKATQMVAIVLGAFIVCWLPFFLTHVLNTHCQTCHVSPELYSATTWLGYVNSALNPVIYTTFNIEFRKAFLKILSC
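Cells expressing the human receptor were seeded at 1500 cells/well, incubated overnight at 37 degrees C in 5% CO2, then exposed to library compounds with dopamine controls for 90 minutes at 37 degrees C before luminescent detection.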
GLP-1R agonist = qHTS of GLP-1 Receptor Agonists. Glucagon-like peptide 1 receptor (Homo sapiens), P43220. HEK293 GLP-1R CRE-luciferase, luminescence, 4-6 h; cells express a hypersensitive GLP-1R form. Potency, µM (highest dose often 45.6 µM), for inactives: at the highest dose activation, usual class: activators. actives 0.007% (n = 380,000); also: potency is read from the fitted curve at half-maximal effect; % of control where 0% means no effect
Target sequence (P43220 whole entry, looked up): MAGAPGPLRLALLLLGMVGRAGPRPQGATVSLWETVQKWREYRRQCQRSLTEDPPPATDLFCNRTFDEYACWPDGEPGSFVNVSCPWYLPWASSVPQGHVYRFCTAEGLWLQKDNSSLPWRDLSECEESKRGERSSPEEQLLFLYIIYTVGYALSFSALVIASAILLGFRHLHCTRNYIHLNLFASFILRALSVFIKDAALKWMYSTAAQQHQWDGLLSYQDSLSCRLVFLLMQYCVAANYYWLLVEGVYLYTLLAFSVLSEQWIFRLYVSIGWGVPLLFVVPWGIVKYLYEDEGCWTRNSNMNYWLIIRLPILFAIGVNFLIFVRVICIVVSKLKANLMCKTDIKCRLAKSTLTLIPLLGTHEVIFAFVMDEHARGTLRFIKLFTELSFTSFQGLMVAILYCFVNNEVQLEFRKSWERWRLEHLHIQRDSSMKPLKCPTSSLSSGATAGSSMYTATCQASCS
SW480 rereplic = A quantitative high throughput screen for small molecules that induce DNA re-replication in SW480 colon adenocarcinoma cells; SW480 DNA re-replication, Hoechst DNA content imaging, 48 h; Potency, µM (doses to about 46.1 µM), without a hit: at the top dose re-replication activation, hits mostly activators; actives 1.8% (n = 340,000); also: potency is read from the fitted curve at half-maximal effect; % of control where 0% means no effect; nearly all actives have a fitted effect of over 55% in size
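First, 250 cells per well were seeded. Next, compound or vehicle (23 nL) was pinned in, plates sat 48 hr at 37 C. Finally Hoechst was added for 40 min before fluorescence scanning.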
KB-V1 cytotox = qHTS assay for MDR1-selective chemotherapeutics: Primary screen using the drug-selected MDR subline cells KB-V1; KB-V1 MDR cells viability, CellTiter-Glo, 72 h; Potency, µM (series often up to 46.1 µM), for inactives: at the top dose activity change, negative = cytotoxicity, usual class: cytotoxic; actives 3.4% (n = 400,000); also: potency is read from the fitted curve at half-maximal effect; % is scaled to controls: 0 for no effect and ±100 for the full control effect; nearly all actives have a fitted effect of over 60% in size
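KB-V1 MDR subline cells in DMEM (phenol-red free, 10% FBS) exposed to compounds in qHTS concentration series for 72 h at 37 degrees C. Viability read by CellTiter-Glo luminescence; concentration-effect curves fitted after normalization and correction.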
IL-1B inflam inh = qHTS for Inhibitors of Inflammasome Signaling: IL-1-beta AlphaLISA Primary Screen; THP-1 LPS/ATP IL-1B secretion, AlphaLISA, 16 h; active compounds read low; activity change, % at 57.5 µM; actives 4.7% (n = 360,000); in the data active = activity change below about -50%; inconclusive = mostly about -30% to -49%; also: % is scaled to controls: 0 for no effect and ±100 for the full control effect
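Secreted IL-1B measured by AlphaLISA bead assay after 16 h compound exposure of THP-1 cells; compounds (final up to 57.5 uM) added 1 h before LPS (250 ng/mL) and ATP (1.25 mM) stimulation; lower signal means less secretion.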
HT1080NT lethal = qHTS for induction of synthetic lethality in tumor cells producing 2HG: qHTS for the HT-1080-NT fibrosarcoma cell line. HT-1080-NT fibrosarcoma viability, CellTiter-Glo ATP luminescence, 48 h. Potency, µM (highest dose often 46.1 µM), for inactives: top-dose activity, negative = less viability, most hits filed as cytotoxic. actives 1.6% (n = 360,000);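 also: NT is the 2HG producing partner of a matched IDH1 knockdown line; potency is read from the fitted curve at half-maximal effect; 0% = DMSO-treated cells and -100% = media-only wells without cells; nearly all actives have a fitted effect of over 55% in size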
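A 48-hour cytotoxicity screen used HT-1080-NT cells plated 2 hours before compound delivery. ATP-based CellTiter-Glo luminescence measured viability, normalized to DMSO and no-cell controls.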
D3 ag = qHTS of D3 Dopamine Receptor Agonist: qHTS; AID 652048, 2013; D3R DiscoveRx beta-arrestin cells, luminescence, 90 min; actives 0.58% (n = 410,000); max activation, %; in the data active = max activation above about 30%; also: 0% is about no effect; mostly tested at two doses, the higher about 12 µM
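Agonist mode: compounds and dopamine controls were applied to plated cells for 90 min at 37 degrees C after an overnight attachment at 1500 cells/well. Luminescent read-out followed 30 - 60 minutes at room temperature with DiscoveRx detection reagent.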
Active calls of the source: *; [ ] = another dose, or the depositor's remark. Unless noted, calls follow the shape of the dose curve; as a rule, active = well fitted curve in the direction sought with a large enough effect; inconclusive = small, poorly fitted or top-dose-only effect, or another doubt; inactive = no such curve, though single readings can be large; an effect the other way counts as inactive or inconclusive.

Results for CCOc1ccc(CCNS(=O)(=O)c2cccc3nsnc23)cc1OCC ?
HT1080 IDH1KD tx: 0%; KB-3-1 cytotox: -2%; D3 antag: 5; GLP-1R agonist: 24%; SW480 rereplic: 2%; KB-V1 cytotox: inconclusive; IL-1B inflam inh: -4; HT1080NT lethal: 1%; D3 ag: -7

Results for Cc1ccc(NC(=O)NC(=O)COC(=O)c2ccc(O)cc2O)c(C)c1 ?
HT1080 IDH1KD tx: 3%; KB-3-1 cytotox: 1%; D3 antag: 37; GLP-1R agonist: -4%; KB-V1 cytotox: 25%; IL-1B inflam inh: 14; HT1080NT lethal: 3%; D3 ag: -5

How did CC(=O)Nc1ccc(S(=O)(=O)N2CCN(c3nc(C)cc(C)n3)CC2)cc1 do in these assays?
HT1080 IDH1KD tx: 9%; KB-3-1 cytotox: 5%; D3 antag: 5; GLP-1R agonist: 15%; SW480 rereplic: -21%; KB-V1 cytotox: 9%; IL-1B inflam inh: 0; HT1080NT lethal: 14%; D3 ag: 2

What do the screens show for `Cc1ccc(NC(=O)CN2C(=O)NC(C)(CCc3ccccc3)C2=O)cc1` (configuration not stated)?
HT1080 IDH1KD tx: -1%; KB-3-1 cytotox: -7%; D3 antag: -3; GLP-1R agonist: 8%; SW480 rereplic: 2%; KB-V1 cytotox: -33%; IL-1B inflam inh: inconclusive; HT1080NT lethal: -2%; D3 ag: 0

Results for CC(C)(CNC(=O)CNC(=O)C1CCCCC1)N1CCOCC1 ?
HT1080 IDH1KD tx: -2%; KB-3-1 cytotox: 16%; D3 antag: -14; GLP-1R agonist: 0%; SW480 rereplic: 0%; KB-V1 cytotox: 1%; IL-1B inflam inh: 1; HT1080NT lethal: 1%; D3 ag: -2

How did O=C(NC12CC3CC(CC(C3)C1)C2)c1ccc(S(=O)(=O)N2CCOCC2)cc1 do in these assays?
HT1080 IDH1KD tx: -9%; KB-3-1 cytotox: -10%; D3 antag: -2; GLP-1R agonist: 0%; SW480 rereplic: -3%; KB-V1 cytotox: 0%; IL-1B inflam inh: 15; HT1080NT lethal: -4%; D3 ag: 2

How did c1ccc(CC2CCN(c3nnnn3-c3ccccc3)CC2)cc1 do in these assays?
HT1080 IDH1KD tx: -2%; KB-3-1 cytotox: -12%; D3 antag: -8; GLP-1R agonist: 33%; SW480 rereplic: -11%; KB-V1 cytotox: -26%; IL-1B inflam inh: -18; HT1080NT lethal: -5%; D3 ag: -6

What do the screens show for `Oc1cccc(C(Nc2nccs2)c2ccc3cccnc3c2O)c1` (configuration not stated)?
HT1080 IDH1KD tx: 18µM*; KB-3-1 cytotox: 3.3µM*; D3 antag: 14; GLP-1R agonist: 1%; SW480 rereplic: inconclusive; KB-V1 cytotox: inconclusive; IL-1B inflam inh: -107*; HT1080NT lethal: 29µM*; D3 ag: 11

How did CCOc1ccc(NC(=O)CN(C)C(=O)c2nc3nc(C)cc(C)n3n2)cc1OCC do in these assays?
HT1080 IDH1KD tx: 1%; KB-3-1 cytotox: 0%; D3 antag: -1; GLP-1R agonist: -8%; SW480 rereplic: -15%; KB-V1 cytotox: -18%; IL-1B inflam inh: 5; HT1080NT lethal: 1%; D3 ag: 1

Results for CCCSC1=C(C#N)C(c2ccc(OC)cc2)C2=C(CC(C)(C)CC2=O)N1 (configuration not stated) ?
HT1080 IDH1KD tx: inconclusive; KB-3-1 cytotox: -21%; D3 antag: -29; GLP-1R agonist: -3%; SW480 rereplic: 10%; KB-V1 cytotox: -19%; IL-1B inflam inh: -30; HT1080NT lethal: inconclusive; D3 ag: 0

How did CCOc1cc(CN2CCSCC2)ccc1O do in these assays?
HT1080 IDH1KD tx: 3%; KB-3-1 cytotox: -9%; D3 antag: inconclusive; GLP-1R agonist: 4%; SW480 rereplic: -13%; KB-V1 cytotox: -20%; IL-1B inflam inh: -2; HT1080NT lethal: 0%; D3 ag: -26

How did Cc1ccc(NC(=O)CN(C)C(=O)C(C)N2CCN(Cc3ccccc3C)CC2)cc1 (configuration not stated) do in these assays?
HT1080 IDH1KD tx: -2%; KB-3-1 cytotox: -6%; D3 antag: -7; GLP-1R agonist: -9%; SW480 rereplic: 1%; KB-V1 cytotox: 9.2µM*; IL-1B inflam inh: -18; HT1080NT lethal: -1%; D3 ag: -2

Results for CC(=O)c1cccc(NC(=O)C2CCN(S(=O)(=O)c3cccs3)CC2)c1 ?
HT1080 IDH1KD tx: 14%; KB-3-1 cytotox: 19%; D3 antag: -9; GLP-1R agonist: -4%; SW480 rereplic: 0%; KB-V1 cytotox: -5%; IL-1B inflam inh: 0; HT1080NT lethal: 19%; D3 ag: 1

Results for CN(C(=O)COC(=O)Cn1c(C(F)(F)F)nc2ccccc21)c1c(N)n(Cc2ccccc2)c(=O)[nH]c1=O ?
HT1080 IDH1KD tx: 0%; KB-3-1 cytotox: 2%; D3 antag: -4; GLP-1R agonist: 3%; SW480 rereplic: inconclusive; KB-V1 cytotox: -8%; IL-1B inflam inh: inactive; HT1080NT lethal: -6%; D3 ag: 0

How did O=C(O)c1cc(NCc2ccccc2)ccc1N1CCOCC1 do in these assays?
HT1080 IDH1KD tx: 11%; KB-3-1 cytotox: 0%; D3 antag: 5; GLP-1R agonist: -22%; SW480 rereplic: -5%; KB-V1 cytotox: 21%; IL-1B inflam inh: 0; HT1080NT lethal: 13%; D3 ag: 9

Nothing new here: 4 of the compounds above.
Results for CCOc1ccc(CCNS(=O)(=O)c2cccc3nsnc23)cc1OCC ?
HT1080 IDH1KD tx: 0%; KB-3-1 cytotox: -2%; D3 antag: 5; GLP-1R agonist: 24%; SW480 rereplic: 2%; KB-V1 cytotox: inconclusive; IL-1B inflam inh: -4; HT1080NT lethal: 1%; D3 ag: -7

Results for Cc1ccc(NC(=O)NC(=O)COC(=O)c2ccc(O)cc2O)c(C)c1 ?
HT1080 IDH1KD tx: 3%; KB-3-1 cytotox: 1%; D3 antag: 37; GLP-1R agonist: -4%; KB-V1 cytotox: 25%; IL-1B inflam inh: 14; HT1080NT lethal: 3%; D3 ag: -5

How did CC(=O)Nc1ccc(S(=O)(=O)N2CCN(c3nc(C)cc(C)n3)CC2)cc1 do in these assays?
HT1080 IDH1KD tx: 9%; KB-3-1 cytotox: 5%; D3 antag: 5; GLP-1R agonist: 15%; SW480 rereplic: -21%; KB-V1 cytotox: 9%; IL-1B inflam inh: 0; HT1080NT lethal: 14%; D3 ag: 2

What do the screens show for `Cc1ccc(NC(=O)CN2C(=O)NC(C)(CCc3ccccc3)C2=O)cc1` (configuration not stated)?
HT1080 IDH1KD tx: -1%; KB-3-1 cytotox: -7%; D3 antag: -3; GLP-1R agonist: 8%; SW480 rereplic: 2%; KB-V1 cytotox: -33%; IL-1B inflam inh: inconclusive; HT1080NT lethal: -2%; D3 ag: 0

Going on with the list.
How did Cc1cccc(C)c1NC(=O)C(c1ccccc1)N1CCC2(CC1)OCCO2 (configuration not stated) do in these assays?
HT1080 IDH1KD tx: -3%; KB-3-1 cytotox: -2%; D3 antag: 2; GLP-1R agonist: -9%; SW480 rereplic: 0%[9.22 µM]; KB-V1 cytotox: -6%; IL-1B inflam inh: -8; HT1080NT lethal: -2%; D3 ag: -5

What do the screens show for `CCNc1nc2c(c(=O)n(C)c(=O)n2C)n1CC(O)COc1ccccc1` (configuration not stated)?
KB-3-1 cytotox: inconclusive; GLP-1R agonist: 7%; KB-V1 cytotox: 5.2µM*; D3 ag: -1

How did COc1ccc(C(=O)Nc2cc(OC)c(Cl)cc2Cl)cc1 do in these assays?
HT1080 IDH1KD tx: -4%; KB-3-1 cytotox: -1%; D3 antag: 1; GLP-1R agonist: 2%; SW480 rereplic: 1%; KB-V1 cytotox: 8%; IL-1B inflam inh: 10; HT1080NT lethal: -18%; D3 ag: 5

Results for C/C=C\C(=O)Nc1cccc(C2=NOC3(C2)C[C@@H](C(N)=O)N(C(=O)CCCCC)C3)c1 (some centres not stated) ?
HT1080 IDH1KD tx: 4%; KB-3-1 cytotox: -3%; D3 antag: -21; GLP-1R agonist: -2%; SW480 rereplic: 2%; KB-V1 cytotox: 6%; IL-1B inflam inh: -3; HT1080NT lethal: 6%; D3 ag: 2

How did O=C(O)c1cnc(-c2ccccc2)nc1Sc1ccc(Cl)cc1 do in these assays?
HT1080 IDH1KD tx: -3%; KB-3-1 cytotox: -7%; D3 antag: 14; GLP-1R agonist: 2%; SW480 rereplic: 0%; KB-V1 cytotox: -10%; IL-1B inflam inh: 31; HT1080NT lethal: -2%; D3 ag: -3

Results for COc1ccc(-n2c(=O)c3c(c4cc(OC)ccc4n3C)n(Cc3c(F)cccc3Cl)c2=O)cc1 ?
KB-3-1 cytotox: -10%; GLP-1R agonist: -1%; KB-V1 cytotox: -2%; D3 ag: -18

Results for O=C(Cc1ccccc1F)Nc1cccc(S(=O)(=O)N2CCCCC2)c1 ?
HT1080 IDH1KD tx: 0%; KB-3-1 cytotox: -19%; D3 antag: -8; GLP-1R agonist: 9%; KB-V1 cytotox: inconclusive; IL-1B inflam inh: 18; HT1080NT lethal: 0%; D3 ag: -6

Source: PubChem BioAssay (National Center for Advancing Translational Sciences (NCATS))
